Dynein transport: dynein cargo transport inhibition; 3617.4 mouse cells, GR-EGFP nuclear translocation imaging; test concentration mostly 20 µM; stimulated with dexamethasone, 1 µM; stronger effect = lower value; z-score, hits read low; 0.47% of 220,000 active;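 active = plate z-score of nuclear minus cytoplasmic receptor signal below a set negative limit, without overly bright fluorescence or cell loss, cut at about -3.5 in these data, passing the limit was not always enough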;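 note: z-score of nuclear minus cytoplasmic ring GR-EGFP intensity difference per well; some compounds called inactive have numbers as strong as hits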
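Buffer or medium: tet-free, stripped-serum medium; reagent: dexamethasone at 1.0 µM final, 30 min; incubation: 48 h induction, 1 h compound, 30 min dex at 37 °C; measured by: formaldehyde fixation, Hoechst nuclear stain, 10x automated fluorescence imaging; read-out: nuclear-to-cytoplasmic GR-EGFP distribution per well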
P. falciparum M1AAP: P. falciparum M1AAP inhibitors, biochemical, fluorogenic H-Leu-NHMec substrate, 1536-well (AID 1445); recombinant M1AAP, H-Leu-NHMec fluorogenic kinetic assay; higher % means a stronger effect; inhibition, % at 30 µM; hits with a dose series show IC50 in µM; 0.42% of 220,000 active;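 active = primary inhibition above the hit cutoff, then over 50% inhibition at one or more dose response concentrations, cut at about 23% in these data, passing the limit was not always enough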;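 note: plate controls were DMSO full reaction for no effect and no enzyme background for full effect; strong numbers were not always called active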
WT yeast gro inh: growth inhibition of WT yeast, mitochondrial fusion screen | 2.1% of 190,000 active | mitochondrial fusion phenotypic screen, WT strain | inhibition, % at 10 µM; in the data active = inhibition above about 58%; tested in S. cerevisiae
T cell modulator: modulates CD8 T cell binding to vesicles. 2C CD8+ T cell-vesicle binding, flow cytometry; stronger effect = lower value. calls only at 7 µM. 0.068% of 330,000 active;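 active = response, share of CD8 T cells binding vesicles, and their 90th percentile fluorescence all below set limits, cut at about 80% in these data, passing the limit was not always enough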
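Incubation: binding step 1.5 h, 37 °C, antibody labelling 20 min, ice; system: murine 2C transgenic CD8+ T lymphocytes; technique: cytometric PE anti-B7-1 and Alexa647 anti-CD8 signals after 1% paraformaldehyde fixation; also added: QL9-charged Drosophila Ld/ICAM-1/B7-1 vesicles; control set: naked versus QL9-loaded vesicles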
MT stabilize HCS: stabilizes microtubules in HeLa cells; HeLa tubulin immunostaining HCS, 24 h; share of cells brighter than vehicle mean+2SD; AID 2205; 0.83% of 200,000 active; % tubulin-high responders, % at 10 µM;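 active = plate Z-score above 3 for both tubulin-high and condensed-nucleus cell shares, with cell loss under 80%, at 10 µM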;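 note: anti alpha tubulin signal scored within the nucleus-defined area of each cell; some results filed as inactive read as strong as hits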
Yfh1-depleted yeast: mitochondrial function rescue without frataxin homolog – Friedreich's ataxia, plus single-dose screen, dose response (AID 1465) | S. cerevisiae Yfh1-off respiration, WST-1 reduction, 72 h; higher fold induction means a stronger effect | one-dose fold induction at 50 µM; EC50 in µM for titrated hits | 0.074% of 220,000 active;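 active = fold induction of absorbance versus untreated yeast above a set limit, then at least 30% activation at any dose in follow-up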;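 note: activators that raise dye reduction in frataxin-depleted yeast; strong numbers were not always called active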
b-catenin transl: beta-catenin nuclear translocation modulation; HeLa beta-catenin nuclear translocation, immunofluorescence imaging; nuclear translocation activity, % at 5 µM; 0.3% of 190,000 active; AID 1665;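 active = nuclear translocation activity above 50% at 5 µM, with a well cell count of 50 or more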;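 note: per-cell ratio of nuclear to cytoplasmic median beta-catenin stain intensity; plate controls were DMSO negative control for no effect and GSK-3 inhibitor IX positive control for full effect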
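System: Human HeLa cells, endogenous beta-catenin | Compound dosing: 5 µM primary, 0.02–20 µM confirmation | Timing: 24 h compound exposure at 37°C, 5% CO2 | Measured by: Fluorescence imaging of beta-catenin antibody stain plus DAPI | Read-out basis: % activation of per-cell nuclear versus cytoplasmic median beta-catenin signal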
Autophagy mod: alters autophagy in cells | MEF GFP-LC3 puncta imaging; test concentration mostly 10 µM | calls only at 10 µM (by protocol) | 0.98% of 190,000 active;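 active = percentage of spot-positive cells more than 3 SD above its plate mean, without a fluorescence outlier flag or 80% toxicity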;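 note: spot-positive cell cutoff set from DMSO-treated cells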
P. falciparum M17LAP: P. falciparum M17LAP inhibitors, primary screen, biochemical, fluorogenic H-Leu-NHMec substrate, 1536-well (AID 1619); one-dose inhibition, % at 30 µM; IC50 in µM for titrated hits; 0.38% of 220,000 active; recombinant M17LAP, H-Leu-NHMec fluorogenic kinetic assay; higher % means a stronger effect;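 active = compound inhibiting the enzyme by more than half at any dose during confirmatory dose-response retesting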;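 note: plate controls were full reaction with DMSO carrier for no effect and no enzyme background for full effect; strong numbers were not always called active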
WT yeast gro inh mutant strain: recorded beside WT yeast gro inh, whose call it bears; inhibition, %; mitochondrial fusion phenotypic screen, mutant strain inhibition
Dynein transport cytoplasmic EGFP: also measured in Dynein transport; calls as there; z-score; measured here: cytoplasmic GR-EGFP intensity; stronger effect = higher value
Dynein transport nuclear GR-EGFP: further read-out of Dynein transport, marked with its call; z-score; measured here: nuclear GR-EGFP intensity;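 lower value marks the stronger effect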
Dynein transport cell count: recorded beside Dynein transport, whose call it bears; z-score; measured here: cell count per field
b-catenin transl cell count 5 µM: second read-out of b-catenin transl, no call of its own (marks repeat the call); cell count; measured here: cell count, cytotoxicity flag
T cell modulator vesicle-bound %: further read-out of T cell modulator, marked with its call; double positive events, %; measured here: CD8+ vesicle-bound cell fraction;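 binding gate set so that unloaded-vesicle control wells show 10% double positive cells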
MT stabilize HCS Hoechst-high %: also measured in MT stabilize HCS; calls as there; % Hoechst-high responders; measured here: nuclear condensation Hoechst responders;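 share of cells brighter than vehicle mean plus two SD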
MT stabilize HCS cytotoxicity %: further read-out of MT stabilize HCS, marked with its call; toxicity, %; measured here: cytotoxicity by cell density;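 0% = mean cell density of plate MIN control wells and 100% = no cells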
Autophagy mod cell loss 18 h: second read-out of Autophagy mod, no call of its own (marks repeat the call); toxicity, %; measured here: cell loss, nuclei count;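 cell loss after 18 h compound exposure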
Starred values were filed as active, the others as inactive; i = inactive; . = not tested or not shown.

Start of the data: the first 2 compounds, to show the layout:
Structure	b-catenin transl cell count 5 µM	WT yeast gro inh	Dynein transport cytoplasmic EGFP	b-catenin transl	T cell modulator vesicle-bound %	Dynein transport nuclear GR-EGFP	P. falciparum M17LAP	WT yeast gro inh mutant strain	Dynein transport	MT stabilize HCS	MT stabilize HCS Hoechst-high %	Dynein transport cell count	T cell modulator	Autophagy mod cell loss 18 h	MT stabilize HCS cytotoxicity %	Autophagy mod	P. falciparum M1AAP	Yfh1-depleted yeast
COc1ccccc1N1CCN(C(CNS(=O)(=O)c2cc(F)ccc2F)c2cccnc2)CC1 (stereo unspecified)	498	-6.2	-0.205	1.5	47.0	0.534	-8.8%	-3.5	-0.147	4.5	1.6	0.657	i	-43.0	3.1	i	4.9%	i
CN(C)C(=O)c1ccc(NC(=O)c2ccccc2Sc2ccccc2C#N)cc1	910	-17.6	-0.257	-1.0	53.9	-0.388	6.3%	-3.1	-0.336	1.6	3.3	0.389	i	4.7	6.6	i	7.7%	i

Results, from the start:
Structure	b-catenin transl cell count 5 µM	WT yeast gro inh	Dynein transport cytoplasmic EGFP	b-catenin transl	T cell modulator vesicle-bound %	Dynein transport nuclear GR-EGFP	P. falciparum M17LAP	WT yeast gro inh mutant strain	Dynein transport	MT stabilize HCS	MT stabilize HCS Hoechst-high %	Dynein transport cell count	T cell modulator	Autophagy mod cell loss 18 h	MT stabilize HCS cytotoxicity %	Autophagy mod	P. falciparum M1AAP	Yfh1-depleted yeast
COc1ccccc1N1CCN(C(CNS(=O)(=O)c2cc(F)ccc2F)c2cccnc2)CC1 (stereo unspecified)	498	-6.2	-0.205	1.5	47.0	0.534	-8.8%	-3.5	-0.147	4.5	1.6	0.657	i	-43.0	3.1	i	4.9%	i
CN(C)C(=O)c1ccc(NC(=O)c2ccccc2Sc2ccccc2C#N)cc1	910	-17.6	-0.257	-1.0	53.9	-0.388	6.3%	-3.1	-0.336	1.6	3.3	0.389	i	4.7	6.6	i	7.7%	i
CC(OC(=O)c1cc2ccccc2cc1O)C(=O)Nc1ccc(S(N)(=O)=O)cc1 (stereo unspecified)	1172	.	-0.264	2.1	39.1	-0.673	5.3%	.	-1.33	.	.	0.784	i	.	.	.	3.4%	i
COc1cc2oc(-c3ccc(O)cc3)cc(=O)c2c(OC)c1O	1303	.	-0.17	-0.6	.	1.64	11.1%	.	1.66	.	.	-1.23	.	.	.	.	1.2%	i
O=C(CSc1cn(CCNC(=O)c2ccc3ccccc3c2)c2ccccc12)NCc1ccco1	1169	15.4	-0.199	-2.9	14.8	-0.408	15.6%	7.2	-0.839	2.5	1.4	0.464	i	.	8.2	.	2.7%	i
Cc1ccc(CSCCNC(=O)/C=C/c2ccc(Cl)cc2)cc1	1424	-14.8	-0.211	-0.3	17.3	-0.364	-10.2%	-2.3	-0.541	1.1	1.2	0.355	i	32.6	7.3	i	-3.0%	i
CC[n+]1ccccc1/C=C/c1ccc(N(C)C)cc1	1062	2.3	-0.284	-0.5	.	-0.198	56.5%	1.4	-0.575	4.3	2.8	0.628	.	12.4	0.2	i	17.4%	i
CNc1nc(Nc2ccc(Br)cc2)nc(N)c1[N+](=O)[O-]	352	9.8	-0.25	-5.4	33.3	-0.843	5.4%	4.7	-0.731	5.1	5.8	0.918	i	1.4	7.7	i	4.5%	i
CCOC(=O)C1(CC2CCCCO2)CCN(C(=O)Nc2cccc(SC)c2)CC1 (stereo unspecified)	967	11.8	-0.3	-1.8	37.6	-0.241	-0.1%	9.2	-0.809	3.1	1.5	0.519	i	-7.4	1.1	i	1.1%	i
O=C1C(Cl)=C(Nc2ccc(F)cc2)C(=O)N1CCc1ccccc1	575	7.5	0.21	-1.3	55.1	0.0041	13.7%	6.4	-0.255	4.5	1.4	0.00792	i	16.8	5.9	i	7.7%	i
Cc1cccc2c1CC(C)(C)N/C2=C\C(N)=O	936	-2.8	-0.288	0.3	25.7	-0.688	2.3%	-20.0	-0.585	2.0	1.4	0.904	i	-2.5	1.5	i	5.0%	i
O=C(O)C1CC=CCC1C(=O)Nc1ccccc1C(=O)N1CCN(c2ccc(Cl)cc2)CC1 (stereo unspecified)	1505	-12.2	-0.195	1.2	43.1	-0.0923	56.6%	-12.3	-0.548	2.9	1.4	-0.451	i	1.0	2.8	i	-1.0%	i
CCOC(=O)C1CNc2cc(S(=O)(=O)CC)ccc2O1 (stereo unspecified)	1079	6.5	-0.132	0.1	39.7	1.47	-1.4%	-15.7	2.44	2.9	1.4	-1.17	i	1.6	2.1	i	-4.4%	i
O=C(NCC1CCCO1)c1ccc(CS(=O)(=O)Cc2ccc(F)cc2)o1 (stereo unspecified)	1409	2.2	-0.292	-1.7	60.8	0.451	2.5%	8.5	0.664	2.5	3.7	0.636	i	10.9	15.5	i	-1.2%	i
NNC(=O)c1cnn(-c2ccccc2)c1-n1cccc1	1152	-4.8	-0.391	0.3	37.4	0.3	15.2%	-9.0	0.014	.	.	0.74	i	-16.5	.	i	3.8%	i
COc1ccc(/C=N/NC(=O)c2ccncc2)cc1CN1CCCc2ccccc21	1120	-7.7	-0.0406	0.4	49.0	-0.154	1.8%	1.4	-0.517	2.7	2.4	0.459	i	3.8	5.6	i	13.6%	i
CCOc1cc(C2NC(=O)NC(O)(C(F)(F)F)C2C(=O)c2ccc(Cl)cc2)ccc1O (stereo unspecified)	1225	0.7	-0.164	-1.1	32.3	-0.0932	15.8%	-2.6	0.224	1.2	1.9	0.258	i	-0.9	10.0	i	2.1%	i
COc1ccc(C2C(C(=O)N3CCN(c4ccccc4F)CC3)c3ccccc3C(=O)N2C)cc1 (stereo unspecified)	.	7.3	-0.279	.	33.0	1.38	2.0%	-4.6	1.45	3.7	3.7	-0.992	i	3.9	14.0	i	11.8%	i
Cc1c(-c2ccc(F)cc2)[n+](=O)c(-c2ccc(F)cc2)c(C)n1[O-]	1107	-20.6	0.0746	-1.9	31.1	0.293	0.7%	-12.0	-0.131	1.4	2.0	0.0838	i	-7.5	4.6	i	5.1%	i
CCC(C)(C)n1nnnc1C(c1ccc(O)c(OC)c1)N1CCc2ccccc2C1 (stereo unspecified)	1326	7.3	-0.204	0.2	29.6	-0.998	20.9%	-4.8	-0.876	2.1	1.6	0.527	i	-4.3	0.1	i	-0.3%	i
O=[N+]([O-])c1c(NCCO)cc(N2CCCCC2)c2nonc12	1047	-9.2	-0.267	0.5	43.6	-0.281	6.7%	0.4	-0.276	1.4	1.2	0.669	i	-0.6	5.2	i	15.5%	i
O=C(CCl)c1ccc2c(c1)CCN2C(=O)C1CC1	1521	13.8	2.04*	1.0	14.5	-2.44*	12.7%	43.0	-4.81*	1.3	1.5	0.812*	i	70.3	3.2	i	2.1%	i
CCOc1ccccc1N1C(=O)c2ccc(C(=O)Nc3cccnc3)cc2C1=O	1074	15.0	-0.207	-2.7	33.2	-0.75	3.0%	5.9	-1.74	3.2	2.2	0.523	i	.	6.9	.	-0.1%	i
CCCCCC(=O)Nc1nc(C)c(-c2csc(Nc3ccc(Cl)cc3)n2)s1	1372	51.6	-0.209	1.8	49.8	-0.651	2.9%	46.3	0.146	2.9	1.0	-0.261	i	-3.3	10.4	i	3.1%	i
CCOc1ncccc1C(=O)OCc1cn2cc(Cl)ccc2n1	632	0.6	-0.139	22.4	34.9	-0.304	-1.9%	-1.9	-1.01	14.9	5.4	1.06	i	-19.3	6.6	i	8.0%	i
O=C(Cn1c(C2CC2)nc2ccccc2c1=O)Nc1ccc(Br)cc1	1048	-66.9	-0.189	-0.2	46.7	-0.157	0.4%	-8.9	-0.539	1.8	2.1	0.121	i	-16.4	8.4	i	0.0%	i
COc1ccc(NC2c3ccccc3C(=O)N2Cc2ccco2)cc1OC (stereo unspecified)	1091	-4.2	-0.214	1.5	28.3	0.269	1.8%	3.1	0.0757	4.9	2.2	0.337	i	10.0	2.2	i	11.3%	i
CC(=O)CC(C)(C)NC(C)=S	1245	.	-0.229	0.7	40.3	-0.163	0.4%	.	-0.585	.	.	0.443	i	.	.	.	-0.9%	i
O=C(c1ccccc1)c1ccc(C(=O)N2CCOCC2)cc1	895	8.8	-0.216	-6.6	19.6	-0.414	4.3%	3.7	-0.845	2.4	2.0	2.01	i	-7.8	10.3	i	-8.6%	i
O=C1SC(c2ccccc2)=C/C1=C\N1CCCCC1	.	15.4	-0.211	.	5.3	-0.0619	2.6%	27.3	-0.605	4.8	2.0	0.272	i	16.1	4.4	i	14.3%	i
COc1ccc(OCCSc2nnc(CC(=O)Nc3cccc(Cl)c3Cl)n2C)cc1	1076	-3.4	-0.308	-0.1	29.7	-0.363	11.3%	4.7	-1.09	1.5	1.2	0.558	i	-2.7	7.2	i	23.6%*	i
CC(=O)OC[C@H]1O[C@@H](O/N=C/C[C@@H]2C=C[C@H](OC(C)=O)[C@@H](COC(C)=O)O2)[C@H](OC(C)=O)[C@@H](OC(C)=O)[C@@H]1OC(C)=O	541	-7.6	-0.318	-1.3	45.5	0.726	-10.3%	-10.8	0.928	4.1	3.0	0.798	i	10.5	8.6	i	1.9%	.
